Source: PubChem BioAssay (several laboratories)
P. falciparum M1AAP – P. falciparum M1AAP inhibitors, biochemical, fluorogenic H-Leu-NHMec substrate, 1536-well (AID 1445); recombinant M1AAP, H-Leu-NHMec fluorogenic kinetic assay; higher % means a stronger effect; inhibition, % at 30 µM; hits with a dose series show IC50 in µM; 220,000 compounds, 0.42% hits;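 active = primary inhibition above the hit cutoff, then over 50% inhibition at one or more dose response concentrations, cut at about 23% in these data, passing the limit was not always enough; inconclusive = conflicting primary data, or primary hits not chosen for dose response; inactive = low primary inhibition, or under 50% at every dose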;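 also: plate controls were DMSO full reaction for no effect and no enzyme background for full effect; strong numbers were not always called active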
Myeloid diff 2 – myeloid differentiation induction | ER-HoxA9 myeloid progenitors, lysozyme-GFP differentiation, flow cytometry | calls only at 10 µM | 360,000 compounds, 1% hits | AID 624256;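 active = normalized GFP-positive differentiation at or above the plate's own cutoff, the solvent-only control mean plus 3 SD; inconclusive = no clear call, values can overlap the other calls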;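 also: cells exposed to compound for four days before flow analysis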
PMI inhibitors – inhibitors of human PMI, primary screen, biochemical, fluorescence intensity, coupled assay (AID 1209) | purified PMI enzyme, coupled fluorescence intensity; higher % means a stronger effect | inhibition, % at 20 µM; hits with a dose series show IC50 in µM | 190,000 compounds, 0.42% hits;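 also: plate controls were DMSO vehicle for no effect and wells lacking substrate for full effect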
human PMI inhibitors – human PMI inhibitors, high substrate, primary screen, biochemical, fluorescence intensity, high mannose 6-phosphate (AID 1220); inhibition, % at 20 µM; hits with a dose series show IC50 in µM; 190,000 compounds, 0.66% hits; recombinant PMI enzyme, coupled fluorescence intensity; higher % means a stronger effect
Lipid droplet – hepatic lipid droplet formation modulation. AML12 mouse hepatocytes, oleate lipid droplets, BODIPY imaging. inhibition, % at 6.5 µM. 240,000 compounds, 0.4% hits. AID 1656;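 active = lipid droplet intensity inhibited by at least 50%, with more than 500 cells counted; inconclusive = wells with under 300 cells, treated as cytotoxic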
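Test system: AML12 mouse liver cells; schedule: overnight exposure; technique: high-content imaging of BODIPY-stained droplets and DAPI nuclei; read-out: % inhibition of corrected integrated BODIPY droplet signal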
WT yeast gro inh – growth inhibition of WT yeast, mitochondrial fusion screen; 190,000 compounds, 2.1% hits; mitochondrial fusion phenotypic screen, WT strain; inhibition, % at 10 µM; AID 1362; in the data active = inhibition above about 58%; tested in S. cerevisiae
ER stress rescue – rescue of cells from ER stress-induced death, primary screen, 384-well, CSM14.1, thapsigargin, ATP luminescence (AID 1222); CSM14.1 thapsigargin-induced death rescue, ATP luminescence; higher % means a stronger effect; cellular ATP content (survival), % at 20 µM; hits with a dose series show EC50 in µM; 190,000 tested, under 10 active;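 active = EC50 below 50 µM in the dose-response confirmation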;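 also: death triggered by thapsigargin at about 15 µM added after 2 h compound pretreatment; cell ATP read after overnight thapsigargin exposure of roughly 18 to 22 hours; normalized against plate controls of thapsigargin alone and 5% DMSO vehicle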
UTI89 phage lysis – protection from phage-mediated lysis, alamar blue read-out – E. coli UTI89, K1F phage, bacterial capsule biogenesis inhibitors (AID 488966); 340,000 compounds, 0.02% hits; inhibition, % at 100 µM, or IC50 in µM where a hit was titrated; E. coli UTI89 K1F phage lysis, alamar blue, 2 h; higher % means a stronger effect;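 active = phage lysis inhibition, versus mean bacterial control, above a set limit; inconclusive = no clear call, values can overlap the other calls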;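 also: capsule biogenesis inhibitors block K1F phage lysis so surviving cells raise fluorescence; higher fluorescence means more inhibition of phage lysis; actives were called in the ten point dose series up to 300 µM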
TNAP activators – human TNAP enzyme activators, primary screen, biochemical, luminescent, no phosphate acceptor, uHTS (AID 1001) | purified TNAP, luminescent activation assay, no phosphate acceptor; higher activation fold means a stronger effect | one-dose activation fold at 20 µM; EC50 in µM for titrated hits | 200,000 compounds, 0.03% hits; in the data active = activation fold from about 3, or a potency from the dose series; inactive = the rest, 99 in 100 with activation fold below about 1.6; also: many of its hits are not listed in these tables
WT yeast gro inh mutant strain – recorded beside WT yeast gro inh, whose call it bears; inhibition, %; mitochondrial fusion phenotypic screen, mutant strain inhibition
Lipid droplet cells 6.5 µM – further read-out of Lipid droplet, marked with its call; cell count; measured here: cell count, cytotoxicity flag;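 cells counted across two imaged fields per well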
Myeloid diff 2 GFP+ MAC1+ % – second read-out of Myeloid diff 2, no call of its own (marks repeat the call); GFP+ MAC1+ double positive, %; measured here: differentiation confirmed by MAC1 staining
* hit, by the source's call; i = inactive; ? = inconclusive; / = no result given; & = joins results of further samples. Rule as the data show it, unless noted: active = inhibition above about 50%; inactive = the rest.

SMILES	P. falciparum M1AAP	Myeloid diff 2	Myeloid diff 2 GFP+ MAC1+ %	PMI inhibitors	human PMI inhibitors	Lipid droplet	Lipid droplet cells 6.5 µM	WT yeast gro inh	WT yeast gro inh mutant strain	ER stress rescue	UTI89 phage lysis	TNAP activators
COc1cc2c(c(OC)c1OC)-c1c(cc3c(c1OC)OCO3)[C@@H](OC(C)=O)[C@H](C)[C@H](C)C2	-3%	i	0.5	/	/	-8	654	/	/	/	1.2%	/
Cc1nc2ccccn2c(=O)c1CCN1CCC(C(=O)c2ccc(F)cc2)CC1	9%	i	3.2	6%	5%	-34	717	-7	-20	-2.0%	3.5%	1
CCN(CC)CCOC(=O)C1(c2ccccc2)CCCC1	9%	i	6.1	13%	2%	-4	819	5	17	-0.8%	0.3%	1.1
C[C@]12CCC(=O)C=C1CC[C@@H]1[C@@H]2CC[C@@]2(C)[C@H]1CC[C@]2(O)C(=O)CO	11%	i	1.5	-4%	7%	-16	726	-1	-3	-1.4%	2.5%	1.1
Oc1ccc(/C=C/c2cc(O)cc(O)c2)cc1	1%	i	3.0	-2%	8%	-13	681	4	10	5.1%	-6.2%	1
CCC(C)n1ncn(-c2ccc(N3CCN(c4ccc(OCC5COC(Cn6cncn6)(c6ccc(Cl)cc6Cl)O5)cc4)CC3)cc2)c1=O (stereo not given)	-2%	?	/	7%	1%	-59	344	-66	-22	30%	-2.1%	1
OCCN1CCN(CCCN2c3ccccc3Sc3ccc(Cl)cc32)CC1	12%	i	3.5	7%	19%	-6	733	96*	87*	-2.2%	?	1.1
CCN(CC)CCNC(=O)c1cc(Cl)c(N)cc1OC	0%	i	1.8	-9%	0%	/	/	-6	-6	-1.6%	0.1%	1.1
C/C=C(/C)C(=O)O[C@@H]1c2c(ccc3ccc(=O)oc23)OC(C)(C)[C@@H]1OC(=O)/C(C)=C\C	0%	i	0.3	0%	-3%	-60	711	48	-2	-1.6%	0.6%	1
CN(C)CCOC(C)(c1ccccc1)c1ccccn1 (stereo not given)	2%&0%	i	2.1	-8%&1%	-8%&-4%	-15&30	700&763	2&-4	-12&0	-2.6%&-2.1%	-0.4%	1.1&1
CCOc1ccc(NC(=O)Cn2cc(C(=O)c3ccco3)c3ccccc32)cc1	5%	i	0.3	-2%	-1%	13	828	2	11	-1.6%	1.5%	1.1
O=C(CCN1CCC(c2ccccc2)C1)c1ccc2c(c1)OCCO2 (stereo not given)	7%	i	7.7	48%	43%	10	762	13	23	-7.1%	0.8%	1

A stretch of the results above, for reference:
SMILES	P. falciparum M1AAP	Myeloid diff 2	Myeloid diff 2 GFP+ MAC1+ %	PMI inhibitors	human PMI inhibitors	Lipid droplet	Lipid droplet cells 6.5 µM	WT yeast gro inh	WT yeast gro inh mutant strain	ER stress rescue	UTI89 phage lysis	TNAP activators
COc1cc2c(c(OC)c1OC)-c1c(cc3c(c1OC)OCO3)[C@@H](OC(C)=O)[C@H](C)[C@H](C)C2	-3%	i	0.5	/	/	-8	654	/	/	/	1.2%	/
Cc1nc2ccccn2c(=O)c1CCN1CCC(C(=O)c2ccc(F)cc2)CC1	9%	i	3.2	6%	5%	-34	717	-7	-20	-2.0%	3.5%	1
CCN(CC)CCOC(=O)C1(c2ccccc2)CCCC1	9%	i	6.1	13%	2%	-4	819	5	17	-0.8%	0.3%	1.1
C[C@]12CCC(=O)C=C1CC[C@@H]1[C@@H]2CC[C@@]2(C)[C@H]1CC[C@]2(O)C(=O)CO	11%	i	1.5	-4%	7%	-16	726	-1	-3	-1.4%	2.5%	1.1
Oc1ccc(/C=C/c2cc(O)cc(O)c2)cc1	1%	i	3.0	-2%	8%	-13	681	4	10	5.1%	-6.2%	1

2 of the compounds above, in markdown.
| SMILES | P. falciparum M1AAP | Myeloid diff 2 | Myeloid diff 2 GFP+ MAC1+ % | PMI inhibitors | human PMI inhibitors | Lipid droplet | Lipid droplet cells 6.5 µM | WT yeast gro inh | WT yeast gro inh mutant strain | ER stress rescue | UTI89 phage lysis | TNAP activators |
| --- | --- | --- | --- | --- | --- | --- | --- | --- | --- | --- | --- | --- |
| COc1cc2c(c(OC)c1OC)-c1c(cc3c(c1OC)OCO3)[C@@H](OC(C)=O)[C@H](C)[C@H](C)C2 | -3% | i | 0.5 | / | / | -8 | 654 | / | / | / | 1.2% | / |
| Cc1nc2ccccn2c(=O)c1CCN1CCC(C(=O)c2ccc(F)cc2)CC1 | 9% | i | 3.2 | 6% | 5% | -34 | 717 | -7 | -20 | -2.0% | 3.5% | 1 |

These rows are one share of the data; rates above refer to the full screens.
